bIAP act = intestinal alkaline phosphatase (bovine) activation | activation factor at 20 µM | 200,000 compounds, 0.17% hits | purified bovine IAP, CDP-star luminescence, 30 min; stronger effect = higher value; fold of DMSO-control signal, blank-subtracted | AID 1016;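 active = activation factor of 2 or more at 20 µM, a signal rise over negative controls twice the positive control's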
APP 5UTR inh = APP translation inhibition. SH-SY5Y APP 5'UTR-luciferase reporter, luminescence. inhibition, % at 2 µM. 190,000 compounds, 0.82% hits. AID 1285;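 active = inhibition above a set limit, derived from the sample mean plus 3 SD, cut at about 45% in these data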; also: values of inactives mirror those of a sister screen read the other way
TNAP inh hi DEA = inhibitors of human TNAP at high phosphate acceptor concentration. inhibition, % at 20 µM. 200,000 compounds, 0.03% hits. purified TNAP, CDP-star luminescence, 1 M DEA. P05186;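 active = over 50% inhibition of tissue-nonspecific alkaline phosphatase at 20 µM in the single-dose screen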;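 also: plate controls were DMSO wells for no effect and EDTA-quenched wells as full inhibition for full effect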
Target sequence (P05186 whole entry, looked up): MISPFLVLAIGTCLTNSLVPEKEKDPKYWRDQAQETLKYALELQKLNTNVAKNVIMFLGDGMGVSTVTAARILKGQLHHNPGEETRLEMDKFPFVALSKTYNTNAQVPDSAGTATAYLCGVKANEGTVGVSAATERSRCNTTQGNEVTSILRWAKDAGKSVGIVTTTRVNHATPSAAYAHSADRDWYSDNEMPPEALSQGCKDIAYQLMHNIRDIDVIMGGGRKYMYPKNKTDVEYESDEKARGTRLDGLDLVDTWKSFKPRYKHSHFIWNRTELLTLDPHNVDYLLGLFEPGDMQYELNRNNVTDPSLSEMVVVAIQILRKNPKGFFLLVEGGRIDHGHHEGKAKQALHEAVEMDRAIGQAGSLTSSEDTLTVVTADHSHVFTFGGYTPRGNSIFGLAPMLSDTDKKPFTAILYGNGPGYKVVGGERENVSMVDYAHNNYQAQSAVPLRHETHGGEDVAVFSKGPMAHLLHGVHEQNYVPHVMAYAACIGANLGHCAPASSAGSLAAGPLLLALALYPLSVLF
FLuc inhib CS = Photinus pyralis luciferase inhibition counter-screen | ATPLite firefly luciferase biochemical luminescence, 10 min | inhibition, % at 10 µM | 200,000 compounds, 1.5% hits;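 active = inhibition above about 50% when tested at 10 µM, limit read from the data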
Target sequence (P08659 whole entry, looked up): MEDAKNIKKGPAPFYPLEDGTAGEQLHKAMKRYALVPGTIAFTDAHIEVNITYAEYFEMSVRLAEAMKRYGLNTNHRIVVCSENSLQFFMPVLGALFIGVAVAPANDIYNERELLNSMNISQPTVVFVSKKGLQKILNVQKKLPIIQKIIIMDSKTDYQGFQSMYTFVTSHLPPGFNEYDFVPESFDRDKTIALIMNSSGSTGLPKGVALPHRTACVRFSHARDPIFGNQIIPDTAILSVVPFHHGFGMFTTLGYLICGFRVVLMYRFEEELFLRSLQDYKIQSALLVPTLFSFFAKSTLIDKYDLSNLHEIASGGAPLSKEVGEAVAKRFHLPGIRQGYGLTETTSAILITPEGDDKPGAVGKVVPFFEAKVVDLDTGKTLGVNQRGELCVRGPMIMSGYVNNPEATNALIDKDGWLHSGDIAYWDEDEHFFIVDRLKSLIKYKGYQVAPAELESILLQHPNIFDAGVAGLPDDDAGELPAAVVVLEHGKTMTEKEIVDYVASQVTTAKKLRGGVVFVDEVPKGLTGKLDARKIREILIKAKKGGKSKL
bIAP inh = intestinal alkaline phosphatase (bovine) inhibition; AID 1019; inhibition, % at 20 µM; purified bovine IAP, CDP-star luminescence, 30 min; 190,000 tested, under 10 active;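 active = over 50% inhibition of intestinal alkaline phosphatase at 20 µM in the single-dose screen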
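System: Purified bovine intestinal alkaline phosphatase (IAP) enzyme | Input: IAP diluted 1/65,000,000 in the well | Also added: CDP-star chemiluminescent phosphatase substrate, 30 µM final | Dosing: 20 µM single dose | Times: Enzyme reaction for 30 min at room temperature | Detection: Luminescence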
TNAP inh noacc = inhibitors of human TNAP without phosphate acceptor; inhibition, % at 20 µM; AID 1012; P05186; 200,000 compounds, 0.26% hits; purified TNAP, CDP-star luminescence, 30 min;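 active = tissue-nonspecific alkaline phosphatase inhibition above about 50% at 20 µM in the single-dose screen, limit read from the data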;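 also: 0% = DMSO negative control and 100% = EDTA positive control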
Lmaj promast = reduces viability of Leishmania major promastigotes; resazurin fluorescence viability; 200,000 compounds, 9% hits; inhibition, % at 10 µM; AID 1063; in the data active = inhibition above about 50%;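 also: promastigotes grown with compound for 44 hours at 28 °C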
FLuc act counter = affects firefly luciferase, flagging false hits in luciferase stimulation screens | activation factor at 10 µM | ATPlite luciferase biochemical, luminescence, 10 min; 0 = ATP-free wells, 1 = DMSO control | 200,000 tested, under 10 active;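 active = luciferase activation factor, scaled between plate controls, of at least 2 with compound at 10 µM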
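Material: luciferase plus luciferin reagent, cell-free. Medium: PBS buffer for ATP. Also added: ATP substrate, dispensed from a 10.24 µM working solution in PBS. Doses: test compounds dosed from 2 mM stocks in 100% DMSO. Incubation: 10 min post-reagent at room temperature. Technique: light output (luminescence). Read-out basis: luminescence gain marking luciferase activators.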
RAM network inh = yeast RAM network inhibition | S. cerevisiae dse1pr::URA3 reporter, 5-FOA growth OD615, 2 d; analog-sensitive cbk1-as2 kinase mutant strain | inhibition, % at 50 µM | 190,000 compounds, 1.8% hits;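 active = inhibition above a set limit, 3 SD over mean compound inhibition, cut at about 8.4% in these data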;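 also: 0% = DMSO-only wells with no growth and 100% = 10 µM 1-NA-PP1 full growth; inhibition rescues growth on 5-FOA so higher OD means more RAM inhibition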
TNAP act hiacc = TNAP (human) activation, high acceptor. P05186. purified TNAP, CDP-star luminescence, 1 M DEA, 30 min; stronger effect = higher value; 0 = EDTA background, 1 = DMSO-only activity. activation factor at 20 µM. 200,000 tested, under 10 active. AID 1136;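 active = activation factor at least 2 at 20 µM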
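Measured by: Luminescent substrate turnover signal | Test system: Human TNAP | Input: TNAP 1/800 final | Dosing: 20 µM single point | Schedule: 30 min, room temperature | Controls: EDTA wells as negative control, DMSO wells as positive control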
The depositor's hits bear a star; . = not tested or not shown.

SMILES	bIAP act	APP 5UTR inh	TNAP inh hi DEA	FLuc inhib CS	bIAP inh	TNAP inh noacc	Lmaj promast	FLuc act counter	RAM network inh	TNAP act hiacc
CCn1c(-c2ccccc2Cl)nn(CC(=O)Nc2ccccc2OC)c1=S	1	3	-2	-8	-1	-9	-2	1.1	1.6	1
Cc1cc(C(=O)CSc2nn3c(=O)c(C(C)(C)C)nnc3s2)c(C)n1C1CC1	1	-6	-1	-1	-4	-12	12	1	2.6	1
Cc1cc(C)cc(OCC(=O)N2Cc3ccccc3CC2C(=O)O)c1 (stereo not given)	1	-7	-2	-2	4	-9	2	1	1.4	1
C/C(Cn1cnc([N+](=O)[O-])n1)=N\NC(=O)c1cccc(F)c1	0.9	-7	-1	-1	9	-8	22	1	-0.4	1
N#CCOc1nc(N2CCCC2)nc(N2CCCC2)n1	1.1	-2	-2	-3	-9	-12	97*	1	0.5	1
CCc1cccc(CC)c1N1C(=O)c2cc(N3CCOCC3)c([N+](=O)[O-])cc2C1=O	1	-9	1	-4	1	4	84*	1	3.0	1
COc1ccccc1-n1cnnc1SCC(=O)N1CCN(S(=O)(=O)c2ccccc2)CC1	1	-1	-6	-9	0	-5	-6	1.1	-0.3	1.1
N#Cc1c(-c2ccccc2)c(-c2ccccc2)nn(CC(=O)NNC(=O)Nc2ccccc2)c1=O	1.1	3	-1	-2	-9	-10	-5	1	4.0	1
COc1ccc(NC(=O)C2(c3ccc(NC(=O)c4ccc(C)cc4)cc3)CCCC2)cc1	1	3	0	-6	0	-8	-7	1.1	3.1	1
CC(Cc1cccs1)NC(=S)Nc1ccc(Cl)cc1 (stereo not given)	1	-8	-5	-3	3	-18	11	1	-0.1	1
O=C(NCC(c1cccs1)N1CCOCC1)c1cccc([N+](=O)[O-])c1 (stereo not given)	0.6	7	-2	-2	38	-10	3	1	-0.1	1
O=C(NNC(=O)c1cc2cc3ccccc3nc2s1)c1cccc(Cl)c1	1.1	-12	3	-4	-12	-12	-8	1	1.0	1
CCO[C@@H]1OC(C(=O)N2CCN(Cc3ccc4c(c3)OCO4)CC2)=C[C@H](c2csc3ccccc23)[C@H]1CCCO	1.2	3	-8	0	-19	-2	72*	1	-0.5	1.1
CC(=O)N1CCCc2cc(S(=O)(=O)N3CCN(c4ccccn4)CC3)ccc21	1.1	9	-5	-3	-6	-11	-2	1	1.1	1.1
Cc1cccc(-[n+]2c(C)cc(C)c3c(=O)[nH]c(=O)[nH]c32)c1	1	-2	0	-3	3	-6	-6	1	0.4	1

Compound profiles, as listed above. Order of screens: bIAP act	APP 5UTR inh	TNAP inh hi DEA	FLuc inhib CS	bIAP inh	TNAP inh noacc	Lmaj promast	FLuc act counter	RAM network inh	TNAP act hiacc
`COc1ccccc1-n1cnnc1SCC(=O)N1CCN(S(=O)(=O)c2ccccc2)CC1` across the screens: 1	-1	-6	-9	0	-5	-6	1.1	-0.3	1.1
`N#CCOc1nc(N2CCCC2)nc(N2CCCC2)n1` across the screens: 1.1	-2	-2	-3	-9	-12	97*	1	0.5	1

Individual results from the entries so far.
`CCn1c(-c2ccccc2Cl)nn(CC(=O)Nc2ccccc2OC)c1=S` – bIAP act: 1
`COc1ccc(NC(=O)C2(c3ccc(NC(=O)c4ccc(C)cc4)cc3)CCCC2)cc1` – RAM network inh: 3.1
`Cc1cc(C(=O)CSc2nn3c(=O)c(C(C)(C)C)nnc3s2)c(C)n1C1CC1` – FLuc inhib CS: -1

Remaining list, next part:
SMILES	bIAP act	APP 5UTR inh	TNAP inh hi DEA	FLuc inhib CS	bIAP inh	TNAP inh noacc	Lmaj promast	FLuc act counter	RAM network inh	TNAP act hiacc
CN(C)CCCN(CCCNC(=O)/C=N/O)Cc1ccccc1	0.8	18	-1	-8	24	0	-4	1.1	1.0	1
COc1ccccc1NC(=O)NS(=O)(=O)c1ccc(C)cc1	0.9	-7	-3	-5	9	-3	-4	1.1	-0.5	1
Cc1nc2ccc(NC(=O)N3CCN(c4ccccn4)CC3)cc2s1	1.1	-6	-6	4	-11	-12	49	1	2.7	1.1
O=C(NCCc1ccccc1)C1CCN(Cc2ccccc2F)CC1	1	-1	3	-3	-2	-16	71*	1	1.4	1
O=C(NC1=NCCS1)c1cccc(S(=O)(=O)N2CCCCC2)c1	0.9	-6	-2	-4	7	-8	5	1	.	1
Cc1ccc(N(CC(=O)Nc2cccc(N(C)S(C)(=O)=O)c2)S(C)(=O)=O)cc1	1	-3	1	1	0	-2	2	1	0.1	1
CCOc1ccc(-n2c(-c3ccco3)n[nH]c2=S)cc1	0.9	5	-4	12	8	-6	-6	0.9	1.1	1
CCCC(C1=C(O)CC(C)(C)CC1=O)C1C(=O)CC(C)(C)CC1=O (stereo not given)	0.9	9	-2	-8	11	-1	-2	1.1	4.3	1
CCOc1nc(C)ccc1-c1noc(-c2ccccc2OC)n1	1	-2	-4	-1	4	-8	26	1	2.8	1
COc1ccc(-c2cn3cccnc3n2)cc1	1.2	-35	-4	59*	-17	-8	10	0.4	-0.6	1
COCCNC(=S)c1ccc(OC)cc1	0.9	2	-4	-4	12	-14	-1	1	-1.6	1
COc1ccc(/C=N/NC(=O)CN(C2=NS(=O)(=O)c3ccccc32)c2ccccc2)cc1OC	1.1	-5	-3	-9	-8	-20	47	1.1	4.6	1
O=C(Oc1ccc(N(C(=O)c2ccncc2)S(=O)(=O)c2ccc(Cl)cc2)cc1)c1ccncc1	0.9	13	-3	-6	10	-5	-4	1.1	1.4	1
OC(c1ccc(Cl)cc1Cl)C(Cc1cccnc1)n1cncn1 (stereo not given)	1.1	0	0	1	-13	-5	0	1	-1.0	1
COc1ccccc1NC(=S)NCc1ccc(S(N)(=O)=O)cc1	1	-10	1	-12	2	-4	0	1.1	0.5	1
CCOc1ccc(C(=O)NCC(=O)OCC(=O)Nc2ccccc2OC)cc1	0.9	6	-2	13	15	-3	-3	0.9	-0.1	1
COc1ccc2nc(C)cc(N3CCC(C(N)=O)CC3)c2c1	0.9	-2	0	2	9	-3	-1	1	-0.5	1
O=C(CS(=O)(=O)Cc1ccccc1)Nc1nnc(C2CCCCC2)s1	1	-1	-8	-11	4	-1	-4	1.1	3.8	1.1
C=CCSc1nc(N)c(C(=O)Nc2ccccc2C)cc1C(N)=O	1	-6	0	-1	2	-9	3	1	2.1	1
O=c1cc(-c2ccco2)oc2ccc(Cl)cc12	1	5	-5	-1	-2	-10	-7	1	4.2	1
CCc1ccc2oc(=O)cc(CN3CCCCC3C)c2c1 (stereo not given)	0.9	-8	-8	-5	10	-9	15	1	0.5	1.1
CCOc1ccc(C(=O)Nc2ccccc2C#N)cc1[N+](=O)[O-]	1	-8	-7	-6	0	-5	14	1.1	1.5	1.1
CCC1CCCCN1C(=O)COc1c(Br)cc(Br)c2cccnc12 (stereo not given)	1.1	-8	-4	-6	-13	-10	28	1.1	-2.3	1
COC(=O)c1ccc(Cl)c(NC(=O)NC2CCCCC2)c1	0.8	2	-4	-6	16	-48	33	1.1	1.4	1
Cc1ccccc1NS(=O)(=O)c1cccc(-c2nnc(-c3ccccc3)o2)c1	0.9	7	-5	-5	6	-13	0	1.1	3.1	1
O=C(Nc1ccccc1)N1N=C(c2cccs2)CC1c1cccs1 (stereo not given)	0.9	7	-1	-1	5	-14	89*	1	5.0	1
CC(C)(C)NC(=O)c1ccnc(C(C)(C)C)c1	1.1	.	-1	-3	-5	-7	-5	1	0.9	1
CCn1nc(C)cc1C(=O)N1CCCC(C(=O)c2ccc3ccccc3c2)C1 (stereo not given)	1	12	-8	-5	3	-7	10	1.1	1.4	1.1
COc1ccc(OC)c(C2/C(=C(/O)c3ccc(C)cc3)C(=O)C(=O)N2Cc2ccco2)c1 (stereo not given)	0.8	-8	2	-6	19	3	-5	1.1	4.6	1
N#CC1=C(N)Oc2n[nH]c(-c3cccs3)c2C1c1ccncc1 (stereo not given)	1.1	2	3	-1	-9	21	-6	1	0.8	1
CC(C)NC(=O)CCCn1cc([N+](=O)[O-])cn1	1	6	-4	-7	1	-14	-5	1.1	0.3	1
NC(=O)CC1C(=O)N(c2ccc(F)cc2)C(=O)N1NC(=O)CCc1ccccc1 (stereo not given)	1	-11	0	-5	-3	-6	3	1.1	1.0	1
O=C(NC(NC(=S)Nc1cc(Cl)ccc1Cl)C(Cl)(Cl)Cl)c1ccco1 (stereo not given)	0.9	11	0	-5	13	11	9	1.1	2.9	1
C=CCNC(=O)c1ccccc1NS(=O)(=O)c1ccccc1	0.9	11	-2	-2	11	-9	3	1	2.5	1
CC(OC(=O)c1ccc(S(=O)(=O)NCc2ccco2)cc1)C(=O)Nc1ncc(Cl)cc1Cl (stereo not given)	1.1	10	2	-7	-15	2	-4	1.1	7.1	1
CSc1nsc(SCC(=O)N2CCCCC2)n1	0.8	-8	-4	-3	18	-14	6	1	2.5	1
COc1ccccc1NC(=O)CSc1nnc(CSc2nc(C)cc(C)n2)o1	0.9	4	-7	-4	6	-14	-6	1	0.4	1.1
CCOc1cc(/C=N/NC(=O)NN(C)c2ncc(C(F)(F)F)cc2Cl)ccc1O	1	-40	0	-3	-3	-10	8	1	0.9	1
COc1ccc(C(=O)n2nc(-c3ccccc3)nc2N)cc1OC	1	-10	0	5	2	33	-8	1	2.3	1
COc1ccc(-c2csc(/C(C#N)=C\c3cccc([N+](=O)[O-])c3)n2)cc1	1	2	7	-5	1	1	-2	1.1	4.9	0.9
COC(=O)C1=C(C)NC(=O)/C1=C\c1cc(C)n(-c2ccccc2)c1C	1.1	-21	-4	8	-13	3	44	0.9	5.4	1
CCCCCCCCC(=O)N/N=C(\C)c1ccc(O)cc1O	1.1	16	7	-2	-9	0	-8	1	0.3	0.9
N#Cc1nc(COc2ccc(Br)cc2)oc1N1CCN(Cc2ccccc2)CC1	1	-7	-6	-6	-2	-8	5	1.1	1.1	1.1
c1ccc(CSC2=NCCS2)cc1	0.8	-42	1	-2	17	-8	5	1	1.3	1
CCOC(=O)N1CCC(N(CCN(C)C)C(=S)Nc2ccccc2OCC)CC1	1	2	-1	-3	-3	-4	-4	1	2.7	1
Cc1cccc(N2CCN(C(=O)c3cc4ccccc4oc3=O)CC2)c1C	1	-4	3	-2	1	-11	-2	1	2.7	1
NC(=O)C1CCN(C(=O)COc2cccc3cccnc23)CC1	1	14	-4	-10	4	-6	-7	1.1	-1.4	1
Cc1nnc2c3cnn(-c4ccc(Cl)cc4)c3ncn12	1	.	-5	4	1	67*	.	1	.	1.1
COC(=O)c1cc(C(=O)c2cc(Br)ccc2O)coc1=N	0.9	-10	2	-8	10	8	-2	1.1	0.6	1
CCc1ccc2c(c1)/C(=C/C(=O)c1cccs1)C(=O)N2	0.8	12	-2	-8	24	-3	101*	1.1	-0.3	1
CC(C)CC(=O)NC1(C(F)(F)F)NC(=O)N(c2ccccc2)C1=O (stereo not given)	0.9	3	-7	-4	6	-12	-5	1	-0.1	1.1

TNAP inh noacc, hit marks shown above.
mol,bIAP act,APP 5UTR inh,TNAP inh hi DEA,bIAP inh,TNAP inh noacc,RAM network inh,TNAP act hiacc
Cc1nnc2c3cnn(-c4ccc(Cl)cc4)c3ncn12,1,.,-5,1,67*,.,1.1

Assay outcomes deposited in PubChem BioAssay by several laboratories.

This is a random part of the collection. Share with any hit: about 13%.
